IDE act: human IDE activators in live cells, primary screen, fluorescence polarization, HEK cells, FAbeta-B substrate; activation, % at 5.96 µM; 340,000 compounds, 0.073% hits; Insulin-degrading enzyme (Homo sapiens), P14735; AID 493087, 2011; FAbeta-B cleavage; 0% vehicle, 100% cell-free pure enzyme wells;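 active = activation above the mean of all tested compounds plus 3 SD, set per screening campaign, cut at about 17% in these data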
Target sequence (P14735 whole entry, looked up): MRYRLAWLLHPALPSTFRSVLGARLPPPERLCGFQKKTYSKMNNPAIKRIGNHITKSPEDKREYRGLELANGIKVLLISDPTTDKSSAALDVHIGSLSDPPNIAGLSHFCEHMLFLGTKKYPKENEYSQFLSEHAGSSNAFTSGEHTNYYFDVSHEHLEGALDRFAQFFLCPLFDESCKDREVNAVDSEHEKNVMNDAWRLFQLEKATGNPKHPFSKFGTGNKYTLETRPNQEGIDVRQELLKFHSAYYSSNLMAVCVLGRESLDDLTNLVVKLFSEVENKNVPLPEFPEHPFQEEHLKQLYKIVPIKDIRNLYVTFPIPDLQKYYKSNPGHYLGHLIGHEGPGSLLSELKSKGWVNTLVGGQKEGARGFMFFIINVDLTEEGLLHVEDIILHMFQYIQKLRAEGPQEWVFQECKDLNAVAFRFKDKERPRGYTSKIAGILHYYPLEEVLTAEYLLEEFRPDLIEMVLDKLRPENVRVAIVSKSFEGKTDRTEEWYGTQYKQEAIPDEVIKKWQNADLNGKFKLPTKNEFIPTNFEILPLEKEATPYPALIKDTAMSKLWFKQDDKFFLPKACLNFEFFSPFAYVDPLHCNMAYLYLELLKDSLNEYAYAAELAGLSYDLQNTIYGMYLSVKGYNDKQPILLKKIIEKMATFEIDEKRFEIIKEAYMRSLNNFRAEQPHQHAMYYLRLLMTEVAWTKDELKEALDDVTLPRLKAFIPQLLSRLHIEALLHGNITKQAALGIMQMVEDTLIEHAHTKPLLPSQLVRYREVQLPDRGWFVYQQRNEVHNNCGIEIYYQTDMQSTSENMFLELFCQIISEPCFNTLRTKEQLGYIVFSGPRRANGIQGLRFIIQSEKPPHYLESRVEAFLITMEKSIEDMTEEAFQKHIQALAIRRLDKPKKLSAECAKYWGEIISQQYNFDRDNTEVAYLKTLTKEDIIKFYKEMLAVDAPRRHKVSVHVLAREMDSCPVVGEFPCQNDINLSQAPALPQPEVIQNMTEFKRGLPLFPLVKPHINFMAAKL
UBC9 SUMO inh: inhibitors of in vitro SUMOylation cascade, primary screen, biochemical, HTRF, uHTS. SUMO-conjugating enzyme UBC9 (Homo sapiens), P63279. HTRF SUMOylation assay, SAE1/SAE2 + UBC9. inhibition, % at 35 µM. 290,000 compounds, 0.36% hits. AID 2006, 2009; in the data active = inhibition above about 50%, passing the limit was not always enough; note: strong numbers were not always called active
HCV NS3 hel inh: inhibitors of HCV NS3 helicase, primary screen, biochemical, Cy5 molecular beacon fluorescence | Hepatitis C virus NS3 helicase | NS3 helicase DNA unwinding | inhibition, % at 10.9 µM | 290,000 compounds, 0.56% hits | AID 1800, 2009;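 active = inhibition above the mean of all tested compounds plus 3 SD, set per campaign, cut at about 35% in these data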;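 note: 0% = DMSO wells and 100% = thioflavine S control wells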
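test system = hepatitis C virus NS3 helicase domain fragment enzyme | reagent = annealed dual-labelled DNA beacon duplex, ATP-started | times = 1 h at 25 °C | detection = Cy5 fluorescence, 0 and 60 min reads | read-out basis = percent inhibition from t60/t0 fluorescence ratio | control set = DMSO and thioflavine S | replication = one well per compound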
p-CIP stab down: p/CIP-EGFP fusion destabilizers, primary screen, fluorescence, F442A cells; Q05BA5; 16 h; decrease of EGFP signal, % at 10 µM; 290,000 compounds, 0.01% hits; AID 1984, 2009;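 active = EGFP signal decrease of at least 30% at 10 µM or well 3 SD below plate mean, unless failing retest; inactive = the rest, including hits failing retest or dose response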; note: some compounds called inactive have numbers as strong as hits; many of its hits are not listed in these tables
IDE inh: human IDE inhibitors in live cells, primary screen, fluorescence polarization, HEK cells, FAbetaB substrate. inhibition, % at 5.59 µM. Insulin-degrading enzyme (Homo sapiens), P14735. 320,000 compounds, 0.41% hits. AID 434962, 2010. FAbetaB cleavage;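 active = percent inhibition above the average of all tested compounds plus 3 SD, set per screening campaign, cut at about 16% in these data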;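 note: IDE supplied by intact live HEK cells; FP after avidin binding of uncleaved biotin substrate so inhibition keeps polarization high; 0% = DMSO wells and 100% = 60 µM reference IDE inhibitor Ii1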
DNA FID counter: compounds displacing fluorescent DNA intercalator, primary screen, artefact control for HCV NS3 helicase inhibitor project, biochemical, FID fluorescence | 290,000 compounds, 0.17% hits | inhibition, % at 7.9 µM | AID 1845, 2009 | DNA fluorescent intercalator displacement; in the data active = inhibition above about 37%;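 note: 0% = vehicle and 100% = reference compound; higher means more ethidium bromide displaced from hairpin DNA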
PfM18AAP inh: PfM18AAP inhibitors, malaria aminopeptidase, primary screen, biochemical, QFRET, recombinant enzyme | 290,000 compounds, 1.2% hits | inhibition, % at 7.35 µM | H-Glu-NHMec fluorogenic cleavage;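 active = inhibition above the campaign mean inhibition over all tested compounds plus 3 SD, cut at about 28% in these data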;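 note: 0% = plate median of test compound wells and 100% = 2 mM ZnCl2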
VIM-2 inh: VIM-2 metallo-beta-lactamase inhibitors, primary screen, biochemical, epi-absorbance readout, Pseudomonas aeruginosa enzyme; 290,000 compounds, 0.89% hits; purified VIM-2, nitrocefin hydrolysis, epi-absorbance fluorescence; inhibition, % at 5.6 µM;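 active = inhibition above the mean of all tested compounds plus 3 SD, cutoff set per screening run, cut at about 7.5% in these data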;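 note: red hydrolysis product quenches plate fluorescence so inhibitors raise well fluorescence; 0% = enzyme with DMSO and 100% = DMSO without enzyme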
IMP-1 inh: IMP-1 metallo-beta-lactamase inhibitors, primary screen, biochemical, epi-absorbance readout, Pseudomonas aeruginosa enzyme; metallo-beta-lactamase IMP-1 (Pseudomonas aeruginosa); purified IMP-1, nitrocefin hydrolysis, epi-absorbance fluorescence; inhibition, % at 5.6 µM; 290,000 compounds, 0.45% hits;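 active = inhibition above the mean plus 3 SD of all compounds in the same screening run, cut at about 4.5% in these data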;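 note: 0% = IMP-1 with DMSO and 100% = DMSO wells lacking enzyme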
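Assay system: purified recombinant IMP-1 beta-lactamase. Input: IMP-1 0.2 nM before substrate addition. Buffer or medium: Zinc- and detergent-supplemented HEPES buffer, pH 7.1. Schedule: 25 °C, 15 min preincubation, 25 min reaction. Signal: Epi-absorbance fluorescence, 480 nm excitation, 530 nm emission. Evaluation: percent inhibition from optical density relative to buffer-blank wells.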
Starred values were filed as active, the others as inactive; . = not tested or not shown.

Second line of a record – IDE act	IMP-1 inh	HCV NS3 hel inh	VIM-2 inh	IDE inh	p-CIP stab down	UBC9 SUMO inh	PfM18AAP inh	DNA FID counter
Cc1cc(C)n(-c2ccc(C(=O)OCn3nnc4ccccc4c3=O)cc2)n1
  1	-2.0	3	-0.8	3	-4	21	-3	-17
O=C(Nc1ccccc1C(=O)Nc1ccccn1)c1ccccc1F
  4	-1.1	-1	-0.8	4	6	6	-1	-17
O=C(Nc1nnc(COc2ccccc2)s1)c1ccco1
  3	-0.7	-3	1.1	6	-2	29	-2	-1
Cc1cc(C)cc(NC(=O)C2CCN(C(=O)[C@@H]3Cc4ccccc4CN3)CC2)c1
  0	-0.6	-19	-1.3	0	-5	6	-5	2
O=C(COC(=O)Cc1ccc(Cl)cc1)Nc1ccccc1F
  -4	-0.6	4	-0.2	1	-17	18	-2	-3
CCCCOC(=O)Nc1ccc(S(=O)(=O)Nc2nc(C)cc(C)n2)cc1
  3	-3.6	-1	0.7	3	3	-6	-5	-14
O=C(O)C1Nc2c(C(F)(F)F)ccc(Cl)c2C2C=CCC12 (configuration not stated)
  -2	-0.7	16	2.3	1	-16	30	-11	-12
COC(=O)C12CCC3(SCCS3)C(C(=O)OC)(CCC13SCCS3)C2
  1	-1.6	-3	-0.8	12	-20	12	0	-10
O=C(CSc1ncc(C(F)(F)F)cc1Cl)NCC1CCCO1 (configuration not stated)
  9	-0.9	8	-1.4	2	-4	15	-2	-9
O=C(Nn1cnnc1)c1ccccc1-c1ccccc1
  3	-0.7	-3	-5.7	2	-2	-11	56*	1

Compound profiles, from the list above. Order of values: IDE act, IMP-1 inh, HCV NS3 hel inh, VIM-2 inh, IDE inh, p-CIP stab down, UBC9 SUMO inh, PfM18AAP inh, DNA FID counter
`O=C(CSc1ncc(C(F)(F)F)cc1Cl)NCC1CCCO1` (configuration not stated) across the screens: 9, -0.9, 8, -1.4, 2, -4, 15, -2, -9
`Cc1cc(C)n(-c2ccc(C(=O)OCn3nnc4ccccc4c3=O)cc2)n1` across the screens: 1, -2.0, 3, -0.8, 3, -4, 21, -3, -17
`O=C(COC(=O)Cc1ccc(Cl)cc1)Nc1ccccc1F` across the screens: -4, -0.6, 4, -0.2, 1, -17, 18, -2, -3
`O=C(Nn1cnnc1)c1ccccc1-c1ccccc1` across the screens: 3, -0.7, -3, -5.7, 2, -2, -11, 56*, 1

Arranged by value in HCV NS3 hel inh (falling): four of the compounds above.
canonical_smiles | IDE act | IMP-1 inh | HCV NS3 hel inh | VIM-2 inh | IDE inh | p-CIP stab down | UBC9 SUMO inh | PfM18AAP inh
O=C(CSc1ncc(C(F)(F)F)cc1Cl)NCC1CCCO1 (configuration not stated) | 9 | -0.9 | 8 | -1.4 | 2 | -4 | 15 | -2
Cc1cc(C)n(-c2ccc(C(=O)OCn3nnc4ccccc4c3=O)cc2)n1 | 1 | -2.0 | 3 | -0.8 | 3 | -4 | 21 | -3
O=C(Nc1ccccc1C(=O)Nc1ccccn1)c1ccccc1F | 4 | -1.1 | -1 | -0.8 | 4 | 6 | 6 | -1
O=C(Nc1nnc(COc2ccccc2)s1)c1ccco1 | 3 | -0.7 | -3 | 1.1 | 6 | -2 | 29 | -2

The list goes on.
Second line of a record – IDE act	IMP-1 inh	HCV NS3 hel inh	VIM-2 inh	IDE inh	p-CIP stab down	UBC9 SUMO inh	PfM18AAP inh	DNA FID counter
Cc1cc(-c2nnc(SCC(=O)c3ccc(F)cc3)o2)no1
  6	-3.0	-3	-4.2	3	-14	-3	1	-2
O=C(O)c1ccc(N2CCCCC2)cc1O
  -1	1.0	15	2.8	5	-6	11	9	2
CCOC(=O)/C=c1\s/c(=C\c2c(OC)ccc3ccccc23)c(=O)n1CC(=O)NCC1CCCO1 (configuration not stated)
  -1	-2.4	-19	-1.2	4	0	-2	-1	-26
O=C(CCn1cccc1)NCCc1ccc(Cl)cc1
  1	-2.5	13	-1.1	2	0	-16	5	-7
O=c1ccc(=O)n(-c2ccccc2)[nH]1
  4	-3.2	-3	-2.6	1	1	15	-3	1
CC(=O)Nc1cccc(Oc2nc(C)cc(C)c2C#N)c1
  1	-0.7	-8	-1.9	2	-5	-3	-5	-3
CNC(=O)c1ccccc1Sc1ccccc1CO
  4	-1.5	2	-2.0	3	-21	4	0	-2
Cc1ccc(C)c(-n2c(=O)c(C#N)cc3c(=O)n4ccccc4nc32)c1
  6	-1.2	14	0.7	-7	1	25	0	2
O=C(CN1CCN(CCC(=O)Nc2ccccc2F)CC1)Nc1ccc(Cl)cc1
  3	-1.2	-15	-1.6	-4	-28	20	4	-2
Cc1cc(Cl)cc(C)c1OCCn1ccnc1
  4	-3.6	-16	-4.0	4	-1	6	3	1
Cc1cccc(OCCCC(=O)NC(C)C)c1
  4	-3.8	7	-1.6	-7	-16	5	3	-1
COc1ccc(NC(=O)COC(=O)COc2cccc(Br)c2)cc1OC
  9	-0.8	-20	-1.6	-2	-6	4	0	-5
NC(=O)C[C@H]1NC(=O)[C@H](CCC(=O)O)NC(=O)c2cc([N+](=O)[O-])cc(I)c2NCCC[C@@H](C(N)=O)NC1=O
  -1	-4.8	3	-3.8	0	-9	0	-15	-15
CC/C(=N\NC(=O)CNC(=O)/C=C/c1ccc(OC)cc1)c1ccccc1
  -1	-1.8	-1	-2.0	2	-16	11	8	-33
CNC(=O)c1cc2cc(Br)ccc2s1
  -1	-3.1	1	0.0	5	2	17	-12	-2
Cc1ccc(S(=O)(=O)N2CCCC2C(=O)NCc2ccccc2Cl)cc1 (configuration not stated)
  4	1.5	-6	2.2	4	-8	-6	6	-27
O=C(NC1CCCC1)C(c1ccccn1)N(C(=O)c1csnn1)C1CC1 (configuration not stated)
  4	1.2	13	0.6	2	-3	8	3	-7
COC(CNC(=O)CCCn1nnnc1CN1CCOCC1)c1cccs1 (configuration not stated)
  -2	2.2	-1	-1.2	.	1	0	-1	-7
O=C(NCc1cccnc1)c1cccc(C(F)(F)F)c1
  2	-4.3	1	0.7	0	-14	7	-2	3
O=C(OCc1ccc([N+](=O)[O-])cc1)c1ccc2ccccc2n1
  0	1.2	-10	0.5	2	0	15	10	-9
CCCC(=O)Nc1nc(-c2ccc3c(c2)CCN3S(C)(=O)=O)cs1
  -2	-1.5	1	-1.6	4	-16	16	3	-16
O=C(Nc1cccc(-c2cccc(F)c2)c1)C1CCN(C2CCOCC2)CC1
  3	-0.5	-44	0.0	3	-9	2	0	24
CCOc1[nH]n(-c2ccccc2)c(=O)c1C=Nc1ccc(OC)cc1
  2	-1.6	-1	0.0	0	-8	-12	1	-3
CC1(C)Cc2noc(N)c2C(C)(C)N1OC(=O)c1scc2c1OCCO2
  5	-1.1	3	-1.1	2	-2	4	-7	-20
O=C(O)c1cc(N2C(=O)CCC2=O)ccc1NCc1cccnc1
  -3	-1.1	-1	-0.6	-2	0	27	0	1
COC(=O)c1sccc1NC(=O)CN(C)NS(=O)(=O)c1ccc(Cl)cc1
  4	-1.3	-4	-0.3	6	-4	15	1	0
O=C(Cn1[nH]c(=O)c2ccccc2c1=O)Nc1cccc(-c2nnc3n2CCCCC3)c1
  -41	.	.	.	8	0	-2	.	.
N#CC(C#SN)=C1CCCCC1
  -7	1.2	4	1.7	-1	-2	8	30*	11
CCN(c1ccccc1)S(=O)(=O)c1ccc(C(=O)Nc2ncccc2O)cc1
  -4	-2.7	-2	-5.5	-2	-106	14	10	-29
Cc1ccc(S(=O)(=O)CC(=O)NC2CC2)cc1
  -1	-3.0	-3	-2.4	11	-10	-4	4	-3
COCC(=O)Nc1cccc(-c2ccc3nncn3n2)c1
  1	-1.5	3	0.2	-5	-9	.	-5	-4
Oc1ccc(C2C=C(c3ccc(F)cc3)Nc3ncnn32)cc1 (configuration not stated)
  -2	-2.1	9	-0.1	.	11	24	10	-7
COc1cccc(C(=O)NCC(=O)N/N=C(\C)Cc2ccccc2)c1
  0	-2.7	3	-1.9	-11	10	-24	-3	-14
Cc1ccc2oc(-c3ccc(NC(=O)CC(C)C)cc3)nc2c1
  -2	0.4	-1	-2.7	-1	-8	3	0	-4
Cc1ccc(N2C(=O)C3CCC(C)(C2=O)C3(C)C)cc1 (configuration not stated)
  2	-2.1	-3	0.2	-1	0	8	-5	-2
Cc1ccc(S(=O)(=O)NCCn2nc(C)cc2C)cc1
  8	-3.4	0	-4.1	3	3	-11	1	-7
N#CCn1c(C2CCCCC2)nc2ccccc2c1=O
  4	-0.3	-16	1.1	-1	-4	-1	1	-2
c1ccc(SCCCCN2CCOCC2)cc1
  -4	-3.3	-10	-2.6	-1	5	10	1	3
Cc1cnc(NC(=O)CN2CCN(c3ccccn3)CC2)s1
  -1	-4.6	3	-4.3	4	-74	0	2	-6
COC(=O)C(NC(C)=O)(Nc1nc2c(C)cc(C)cc2s1)C(F)(F)F (configuration not stated)
  2	-0.4	-5	-4.2	0	3	2	1	-9
COc1cc(/C=C(/C(=O)O)c2ccc(-c3ccccc3)cc2)cc(OC)c1OC
  4	2.3	3	-2.6	0	8	12	6	-24
COc1cc(-c2cc(C(=O)Nc3cccc(S(=O)(=O)N(C)C)c3)c3ccccc3n2)cc(OC)c1OC
  4	-3.0	-13	-1.7	5	-4	16	3	-34
CN(C)c1cccc(C(=O)NNC(=S)NC2CCCC2)c1
  -3	-0.3	7	-2.0	8	-2	7	3	-7
CCCC(=Nc1ccccc1OC)C1=C(O)CC(c2ccccc2)CC1=O (configuration not stated)
  -4	-0.4	7	-1.2	-4	11	5	-15	-22
CCNC(=S)NNC(=O)c1csc2c1CCCC2
  1	-3.3	-7	-4.1	1	-7	24	17	0
CNC(=O)CCC(=O)Nc1ccc(C(=O)OC)cc1
  11	-2.4	2	-3.1	4	3	14	-2	-3
OC(Cn1cncn1)(c1ccccc1)c1ccccc1
  9	-3.1	8	0.0	2	-6	20	-2	-6
CCC1Oc2ccccc2N(CC(=O)NC2CCCC2)C1=O (configuration not stated)
  6	-2.0	2	-1.6	5	11	5	6	-5
Cn1c(N)c(C(=O)c2ccc(F)cc2F)c(=O)n(C)c1=O
  2	-3.3	-1	-1.4	-1	-2	-11	-4	0
N#Cc1nc(COc2ccc(Br)cc2)oc1NCCCn1ccnc1
  -3	0.1	-65	-1.0	0	3	8	14	31

Screens (PubChem)

Compounds as they come; overall some 3.6% were active at least once.
